Tb PYK inh: qHTS of Trypanosoma Brucei Inhibitors. TbPYK enzyme, Kinase-Glo Plus ATP luminescence, 45 min. Potency, µM (doses to about 76.8 µM), inactives show top-dose activity, negative = inhibition, actives largely listed as inhibitors. actives 0.12% (n = 410,000). AID 624173, 2012; active means well fitted inhibition curve with a large enough effect; inconclusive means small, poorly fitted or top-dose-only effect; further: nearly all actives have a fitted effect of over 50% in size
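Activity of T. brucei pyruvate kinase was followed by Kinase-Glo Plus luminescence after the enzyme reacted 45 min at room temperature with 130 uM ADP (final) and substrate. Test compounds were added before ADP at multiple concentrations.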
Active calls of the source: *; ? = inconclusive; [ ] = dose if it differs, or a comment. On the % scale 0 is the no-effect control and ±100 the full control effect; potency means the concentration at half of the fitted maximal effect.

The first two entries, to show the layout:
SMILES | Tb PYK inh
O=C(Cn1c(SCc2cccc(F)c2)nc2cccnc21)Nc1ccc(F)c(Cl)c1 | 3.1%
C=Cc1ccc(Cn2c(=O)n(CC3CCC(C(=O)NC(C)C)CC3)c(=O)c3sccc32)cc1 (stereo not given) | -2.8%

Main list, repeating the preview:
SMILES | Tb PYK inh
O=C(Cn1c(SCc2cccc(F)c2)nc2cccnc21)Nc1ccc(F)c(Cl)c1 | 3.1%
C=Cc1ccc(Cn2c(=O)n(CC3CCC(C(=O)NC(C)C)CC3)c(=O)c3sccc32)cc1 (stereo not given) | -2.8%
Cc1ccc(NC(=O)c2cc3c([nH]c2=O)CC(C)(C)CC3=O)c(C)c1 | 0.5%
N#Cc1c[nH]n2c(NC3CCCC3)c(-c3ccc(Cl)cc3)nc12 | 1.8%
CC(NC(=O)C1CCN(c2nc3ccccc3nc2C(F)(F)F)CC1)c1ccccc1 (stereo not given) | -10.2%
CC(=O)c1ccc(NC(=O)CSc2nc(-c3ccccc3C)nc3c2c(=O)n(C)c(=O)n3C)cc1 | 3.9%
COc1ccc(-c2noc(N3CCC(C(=O)N4CCN(c5ccccc5F)CC4)CC3)n2)cc1 | 1.3%
Cc1ccc(N2CC(NC(=O)c3ccc4c(c3)OCO4)CC2=O)cc1 (stereo not given) | -4.0%
Oc1c(C(c2ccccc2)N2CCN(c3ccccc3)CC2)sc2nc(-c3ccco3)nn12 (stereo not given) | 2.7%
CCc1ccc(-c2[nH]nc3nc(-c4cc(OC)ccc4OC)cc(C(=O)O)c23)cc1 | -5.0%
CC1=C(C(=O)Nc2ccccc2C)C(c2cccnc2)n2nc(SCc3ccccc3F)nc2N1 (stereo not given) | -0.9%
COc1ccccc1-c1cc2nc(C)c(CCC(=O)Nc3ccc(Br)c(C)c3)c(C)n2n1 | 0.1%
CCCCN(CC)CCCNC(=O)c1sc2nc3n(c(=O)c2c1C)CCCCC3 | 6.6%
COc1ccc(CNC(=O)c2ccc3c(c2)N(Cc2c(F)cccc2Cl)C(=O)CS3)cc1 | 4.9%
O=C(COc1ccccc1Cl)OCc1cc(=O)n2nc(C3CC3)sc2n1 | 5.8%
Cc1ccc(-c2nnc(Nc3ccc(O)cc3)c3ccccc23)cc1S(=O)(=O)N1CCOCC1 | 1.4%
CCOc1ccccc1C1C(C(=O)Nc2ccccc2OC)=C(C)Nc2nc3ccccc3n21 (stereo not given) | 2.4%
COc1ccc(NC(=O)c2ccc3c(c2)nnn3C2CCCC2)cc1Cl | 3.6%
CCC(Cn1nnc2ccccc2c1=O)NC(=O)Nc1cc(Cl)ccc1OC (stereo not given) | -0.6%
CS(=O)(=O)c1oc(-c2ccc(F)cc2)nc1S(=O)(=O)c1ccc(Cl)cc1 | 5.1%

Part of the list above, field by field:
CCOc1ccccc1C1C(C(=O)Nc2ccccc2OC)=C(C)Nc2nc3ccccc3n21 (stereo not given)
- Tb PYK inh: 2.4%

COc1ccc(NC(=O)c2ccc3c(c2)nnn3C2CCCC2)cc1Cl
- Tb PYK inh: 3.6%

CCC(Cn1nnc2ccccc2c1=O)NC(=O)Nc1cc(Cl)ccc1OC (stereo not given)
- Tb PYK inh: -0.6%

CS(=O)(=O)c1oc(-c2ccc(F)cc2)nc1S(=O)(=O)c1ccc(Cl)cc1
- Tb PYK inh: 5.1%

(next part)
SMILES | Tb PYK inh
CCOc1ccc(NS(=O)(=O)c2ccc3[nH]c4c(c3c2)CCCC4)cc1 | -0.6%
COc1ccc2c(c1)c1c(c(=O)n(-c3ccc(C)cc3)c(=O)n1CC(=O)c1ccc(Cl)cc1)n2C | -2.4%
COc1ccc2c(c1)sc1ncc(C(=O)NCc3cccc(Cl)c3)c(=O)n12 | -2.6%
CCOc1ccc(-n2c(SCC(=O)c3ccccc3)nc3c([nH]c4ccccc43)c2=O)cc1 | -6.8%
COc1ccc2nc(NC(=O)c3nc(S(=O)(=O)Cc4ccccc4F)ncc3Cl)sc2c1 | 4.5%
O=C(c1cnccn1)N1CCC2(CC1)CN(Cc1ccccc1)C2 | 0.0%
Cc1cc(Cl)ccc1NC(=O)C1CCN(S(=O)(=O)c2ccc3[nH]c(=O)ccc3c2)CC1 | -1.2%
Cc1cc(S(=O)(=O)NCC(c2ccco2)S(=O)(=O)c2ccccc2)ccc1F (stereo not given) | -1.4%
CC(=O)N1CCCc2cc(S(=O)(=O)NCc3ccccc3Cl)ccc21 | -13.5%
Cc1c(Cl)cccc1-n1nc(C)c2c(C)cc(=O)n(CC(=O)NCc3ccccc3)c21 | -6.7%
Cc1cccc(Nc2ncnc3onc(-c4ccc(Cl)cc4)c23)c1C | -4.3%
COc1ccc(C(=O)N(Cc2ccco2)Cc2ccc(C)o2)cc1 | -1.4%
Cc1ccc(S(=O)(=O)N2CCC(c3nnc(-c4cccc(C)c4)o3)CC2)cc1 | ?
COc1ccc(N(CC(=O)N2CCN(c3cccc(OC)c3)CC2)S(=O)(=O)c2c(C)noc2C)cc1 | -7.0%
CCOC(=O)C1CCN(C(=O)Cn2ncc3c4ccccc4n(Cc4ccc(F)cc4)c3c2=O)CC1 | -5.3%
Cc1ccc(NC(=O)Cn2nnc(C(=O)NCCc3ccccc3)c2N)cc1C | -2.0%
COc1ccc(-c2cn3nc(N4CCC(C(=O)Nc5cc(Cl)ccc5OC)CC4)sc3n2)cc1 | 1.3%[15.4 µM]
COc1ccc(N2C(=O)CCSC23C(=O)N(Cc2ccc(F)cc2)c2ccccc23)cc1Cl (stereo not given) | -3.4%[15.4 µM]
CCOc1ccc(CN(CCc2ccc3c(c2)OCO3)Cc2cccc(Br)c2)cc1 | -3.5%
COc1ccc(NC(=O)c2cc(C)nc3c2c(C)nn3-c2cccc(Cl)c2C)c(OC)c1 | -1.7%
CCOc1ccc(C(=O)Nc2ccc3nc(SCc4ccccc4)sc3c2)cc1 | 2.9%
O=C(Nc1ccccc1)C1CCN(S(=O)(=O)c2ccc3c(c2)CCCN3C(=O)C2CCC2)CC1 | -17.6%
CCc1ccccc1NC(=O)N1CCc2c([nH]c3ccccc23)C1c1ccc(C)cc1 (stereo not given) | 0.7%
COc1ccc(NC(=O)c2c(NC(=O)c3ccncc3)sc3c2CCC(C(C)(C)C)C3)cc1 (stereo not given) | -0.2%
O=C(Nc1ccccc1C(F)(F)F)n1ncc2cc(Cl)ccc21 | -10.7%
COc1ccc(-c2nc(CSc3nc4ncccc4[nH]3)c(C)o2)cc1OC | 3.4%
O=C(NC1(C(F)(F)F)C(=O)Nc2c1c(=O)[nH]c(=O)n2CCc1ccccc1)c1ccc(Cl)cc1Cl (stereo not given) | -0.9%
CCOc1cccc2sc(N(Cc3cccnc3)C(=O)c3ccc(C#N)cc3)nc12 | 8.7%[15.4 µM]
COc1ccc(Cn2ccc3nc(C)c(C(=O)Nc4ccc(F)cc4)cc3c2=O)cc1 | -1.6%
COC(=O)c1c(NC(=O)COc2ccc(C)cc2Br)sc2c1CCCC2 | -2.8%
O=C(C1CCN(S(=O)(=O)c2cccc3nonc23)CC1)N1CCN(c2ccccc2)CC1 | 4.7%
CCOC(=O)Cn1c(=O)n(-c2ccccc2OC)c2nc(-c3ccccc3C)nc(C(N)=O)c21 | 2.1%
O=C(Cn1ncc2c3ccccc3n(Cc3cccc(Cl)c3)c2c1=O)NC1CCCCCC1 | -1.1%
Cc1nn(S(=O)(=O)c2ccc(F)cc2)c(C)c1S(=O)(=O)N1CCC(C)CC1 | -1.2%
COc1cccc(NC(=O)Cn2c(=O)n(-c3cccc(OC)c3)c(=O)c3c4c(sc32)CCCC4)c1 | -1.7%
CC(=O)Nc1ccc(S(=O)(=O)NC2(C(F)(F)F)C(=O)Nc3c2c(=O)[nH]c(=O)n3-c2ccc(C)c(C)c2)cc1 (stereo not given) | 2.3%
CCCC(=O)Nc1cc(C)c(O)c(-c2nc3ncccc3o2)c1 | -7.7%
Cc1ccc(Nc2nc3ccccc3nc2-n2nc(C)cc2C)c(Cl)c1 | -0.3%
CNC(=O)c1sc2ncccc2c1-n1cccc1 | -5.9%
Cc1ccc(C)c(N2CCN(C(=O)c3ccc(CS(=O)(=O)c4ccc(Br)cc4)o3)CC2)c1 | 1.8%
CCOc1ccc(-c2cc(C(=O)NCc3ccc(C)cc3)c3ccccc3n2)cc1 | -2.1%
Cc1ccc2c(c1)c(=O)c(C(=O)c1ccncc1)cn2CC(=O)Nc1ccccc1Cl | -1.0%
Cc1cccc(N2CCN(S(=O)(=O)c3ccc4c(c3)C(C(C)C)C(=O)N4)CC2)c1C (stereo not given) | -3.7%
CCOC(=O)Cn1c(=O)oc2cc(S(=O)(=O)N3CCN(c4cccc(C)c4C)CC3)ccc21 | -1.6%
CC(=O)c1ccc(NC(=O)CSc2nc(=O)n(Cc3ccncc3)c3c2CCC3)cc1 | -3.5%
CCCCNC(=O)CN1C(=O)c2c(c3ccccc3n2C)C1c1ccc(OC)cc1 (stereo not given) | 9.7%[15.4 µM]
Cc1ccc2c(=O)c(C(=O)c3ccc(Cl)cc3)cn(CC(=O)NC3CCCCC3)c2n1 | 1.2%
O=c1cnc2cnc(N3CCNCC3)nc2n1CCc1ccccc1 | 1.3%
CCc1ccc(C2=C(C)C(N3CCC(C(=O)NCc4ccc(C)o4)CC3)=NS2(=O)=O)cc1 | 3.6%
Cc1ccc(C(C)C)c(OCC(=O)Nc2c(C(=O)c3ccccc3)oc3ccccc23)c1 | -12.4%
Going on with the list:
SMILES | Tb PYK inh
COc1ccc(Oc2ncc3ncc(=O)n(C[C@H]4CCCO4)c3n2)cc1 | 3.8%
CCCOc1ccc(-c2cccc(NS(=O)(=O)c3cccs3)c2)nn1 | -0.5%
CCN(CC)C(=O)c1sc2c(c1C)c(=O)n(-c1ccc(C)c(C)c1)c(=O)n2CC(=O)Nc1ccc(OC)cc1OC | -15.3%
COc1ccc(NC(=O)Cn2c(=O)n(-c3ccc(C)c(C)c3)c(=O)c3c4c(sc32)CCCCC4)cc1Cl | 14.1%
COc1ccc(C2=CC(c3ccccc3Cl)n3nc(-c4ccc(Cl)cc4)nc3N2)cc1 (stereo not given) | 2.2%
CCCC(=O)N1CCc2cc(OC)c(OC)cc2C1COc1ccc2c(C)cc(=O)oc2c1 (stereo not given) | 0.0%
CCN(c1ccccc1)S(=O)(=O)c1ccc(NC(=O)c2nc(SC(C)C)ncc2Cl)cc1 | -1.4%
Cc1cc(Cl)ccc1NS(=O)(=O)c1cc2[nH]c(=O)c(=O)[nH]c2cc1C | 0.5%
Cc1ccc(NC(=O)CSc2cn(CC(=O)N3CCCCCC3)c3ccccc23)cc1 | -10.2%
O=C(Nc1ccc(F)cc1)Nc1nnc(SCC(=O)N2CCCCC2)s1 | 3.7%

Retrieved one by one from the entries so far:
SMILES | Tb PYK inh
O=C(Nc1ccc(F)cc1)Nc1nnc(SCC(=O)N2CCCCC2)s1 | 3.7%
COc1ccc(C2=CC(c3ccccc3Cl)n3nc(-c4ccc(Cl)cc4)nc3N2)cc1 (stereo not given) | 2.2%
CCN(c1ccccc1)S(=O)(=O)c1ccc(NC(=O)c2nc(SC(C)C)ncc2Cl)cc1 | -1.4%
CCCC(=O)N1CCc2cc(OC)c(OC)cc2C1COc1ccc2c(C)cc(=O)oc2c1 (stereo not given) | 0.0%
CCN(CC)C(=O)c1sc2c(c1C)c(=O)n(-c1ccc(C)c(C)c1)c(=O)n2CC(=O)Nc1ccc(OC)cc1OC | -15.3%
Cc1cc(Cl)ccc1NS(=O)(=O)c1cc2[nH]c(=O)c(=O)[nH]c2cc1C | 0.5%
CCCOc1ccc(-c2cccc(NS(=O)(=O)c3cccs3)c2)nn1 | -0.5%

(cont.)
SMILES | Tb PYK inh
CCn1cc(C(=O)NCc2ccc(Cl)cc2)c(=O)c2cc(S(=O)(=O)N3CCc4ccccc4C3)ccc21 | 4.6%
N#Cc1cccc(NC(=O)N2CCCC3(CCN(C(=O)c4ccncc4)CC3)C2)c1 | -8.6%
COc1ccc(CC(=O)N2CCc3cc(OC)c(OC)cc3C2COc2ccc3c(C)cc(=O)oc3c2)cc1OC (stereo not given) | 0.6%
CCOc1ccc(CNC(=O)C2CCCN(S(=O)(=O)N(CC)c3ccc(OCC)cc3)C2)cc1 (stereo not given) | 3.1%
CC(=O)N1CCCc2cc(S(=O)(=O)N3CCCC(C(=O)Nc4ccc(C)c(F)c4)C3)ccc21 (stereo not given) | 0.8%
COc1ccc(N2CCN(CCCNC(=O)c3cnn(-c4ccc(C)cc4)c3-n3cccc3)CC2)cc1 | 2.4%
Cc1ccc(CNC(=O)C2CCC(CNS(=O)(=O)c3ccc4c(c3)CCCC(=O)N4)CC2)cc1 (stereo not given) | -7.3%
CCOC(=O)C1CCN(c2nc3c(S(=O)(=O)c4ccccc4)nnn3c3ccsc23)CC1 | -2.9%
CC(C)(C)OC(=O)N1CCC(c2c(C(=O)NCc3ccccn3)cnn2-c2ccccc2)CC1 | -0.6%[15.4 µM]
Cc1ccc(-n2nc3c(N4CCC(C(=O)NCCc5ccccc5)CC4)nnc(C)c3c2C)cc1 | 2.9%
Cc1ccc(C)c(NS(=O)(=O)c2cc3c4c(c2)C(C)C(=O)N4CCC3)c1 (stereo not given) | 1.6%
CSc1ncc(C(=O)N2CCN(c3ccc(Cl)cc3)CC2)c(C)n1 | 0.1%
Cc1cccc(NC(=O)Cn2nc(N3CCN(c4ccccc4)CC3)ccc2=O)c1C | -1.8%
COc1cccc(CNC(=O)CSc2nc(=O)[nH]c3c2CCC3)c1 | -4.4%
COc1ccc(OC)c(NC(=O)Cn2cc(C(=O)c3ccccc3)c3ccccc32)c1 | 0.2%
COc1ccc(-c2nc(CN3CCC(C(=O)NCCCN4CCN(c5ccccc5F)CC4)CC3)c(C)o2)cc1OC | 9.9%
CCn1ccc2cc(S(=O)(=O)N3CCC(C(=O)NCCc4ccc(C)cc4)CC3)ccc21 | 0.6%
CC(C)CCNC(=O)c1ccc2c(c1)NC(=O)C(CS(=O)(=O)Cc1cccc(Br)c1)N2 (stereo not given) | -13.7%[15.4 µM]
Cc1cccc(NC(=O)N2CCC(CN3CCc4ccccc4C3)CC2)c1C | 6.4%

Only part of the results is shown (hit frequency here may not be typical).
